Screens: PubChem BioAssay, Johns Hopkins Ion Channel Center
CHT PAM: allosteric activators of human choline transporter CHT; Q9GZV3; CHT-expressing cells, membrane potential dye, choline EC20; hits give high values; LV-AA mutant CHT in HEK293 cells; B-score at 10 µM; 0.49% of 310,000 active; AID 488977;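 active = initial fluorescence not abnormally high and integrated response B-score, plate-corrected, over 3 SD above library mean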
Target sequence (Q9GZV3 whole entry, looked up): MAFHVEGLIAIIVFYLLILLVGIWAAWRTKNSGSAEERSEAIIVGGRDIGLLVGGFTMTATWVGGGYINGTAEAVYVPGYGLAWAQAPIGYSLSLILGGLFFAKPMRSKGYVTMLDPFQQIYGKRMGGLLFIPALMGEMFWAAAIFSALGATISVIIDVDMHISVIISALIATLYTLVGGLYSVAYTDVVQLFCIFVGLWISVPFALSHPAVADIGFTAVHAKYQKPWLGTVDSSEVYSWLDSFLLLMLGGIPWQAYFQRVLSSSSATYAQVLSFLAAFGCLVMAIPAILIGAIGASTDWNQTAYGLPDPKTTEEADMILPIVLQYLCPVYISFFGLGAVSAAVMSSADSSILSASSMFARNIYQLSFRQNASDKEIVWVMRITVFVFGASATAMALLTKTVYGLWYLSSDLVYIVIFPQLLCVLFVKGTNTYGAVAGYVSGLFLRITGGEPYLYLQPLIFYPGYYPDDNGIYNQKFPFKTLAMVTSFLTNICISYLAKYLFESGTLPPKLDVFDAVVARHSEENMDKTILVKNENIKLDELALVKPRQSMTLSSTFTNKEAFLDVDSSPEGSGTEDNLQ
CHT block: human CHT choline transport inhibition; Q9GZV3; CHT-expressing cells, membrane potential dye, choline response; hits give low values; B-score at 10 µM; 0.86% of 310,000 active; AID 488975;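 active = B-score over 3 SD under the library average, and starting fluorescence ratio not unusually high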;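 also: choline stimulus applied at its EC90 after an EC20 pre-addition; B-score computed on integrated fluorescence ratio after choline addition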
* = called active by the depositor; i = inactive. Rows were taken by chance. About 1.4% of those tested had a hit in this group.

entry	SMILES	CHT PAM	CHT block
1	O=S(=O)(c1ccccc1)c1ccc(C(F)(F)F)cn1	i	i
2	O=C(Nc1ccc(F)cc1)NC1CCN(Cc2ccccc2)CC1	i	i
3	Nc1cc(=O)[nH]c(=O)n1CCCc1ccccc1	i	i
4	CCn1c(SCC(=O)N2CCCC(C)C2)nnc1-c1ccco1 (centres undefined)	i	i
5	Cc1cc(C(N)=O)c2ccccc2n1	i	i
6	Cc1cc(NC(=O)C(C)SCC(=O)OCC(=O)N(C)c2ccccc2)no1 (centres undefined)	i	i
7	Cc1ccc(C)c(C(=O)COC(=O)c2cccc(N3C(=O)c4c(C)nc5ccccc5c4C3=O)c2)c1	i	i
8	CCc1cc2cc3c(cc2nc1SCC(=O)Nc1c[nH]c(=O)[nH]c1=O)OCO3	i	i
9	CCOc1ccc(N=Cc2ccc3ccccc3c2)cc1	i	i
10	O=C(OCc1ccccc1)N1CCOCCOCCN(C(=O)OCc2ccccc2)CCOCCOCC1	i	i
11	Cc1ccc(-c2nc(CS(=O)(=O)CC(=O)NCCN3CCCC3)c(C)o2)cc1	i	i
12	Cc1ccc2cc(CN(C(=O)c3ccncc3)C(C)C)c(=O)[nH]c2c1	i	i
13	CCOC(=O)C1CCCN(S(=O)(=O)c2cccs2)C1 (centres undefined)	i	i
14	Cc1ccc(S(=O)(=O)Nc2cccc(C(=O)NCC(C)(C)N3CCOCC3)c2)cc1F	i	i
15	O=C(N/N=C/c1ccco1)c1ccc(N2CCCC2=O)cc1	7.7*	i
16	COC(=O)CSc1nc(N)c(C#N)c(-c2ccc(O)cc2)c1C#N	i	i
17	Cn1cnc(S(=O)(=O)NCc2ccc(Br)cc2)c1	i	i
18	CC(C)(C)SCCNC(=O)CN(c1ccc(F)cc1)S(=O)(=O)c1ccccc1	i	i
19	Cc1c(C)n(Cc2ccccc2)c2ncnc(N)c12	i	i
20	C#CCOc1ccc(Cl)cc1/C=C1/C(=O)ON=C1C	i	i
21	Cc1ccsc1C(=O)N(c1nc2ccccc2s1)c1c(C)cccc1C	i	i
22	CCOC(=O)N1CCN(C(=O)Cc2ccccc2OC)CC1	i	i
23	CC(C)NC(=O)c1c(CSc2ccc(Cl)cc2)noc1C(=O)NCc1ccccc1	i	i
24	CN(CC(=O)Nc1ccc(F)cc1)C(=O)CSc1nccn1C	i	i
25	CCOC(=O)C1=C(C)Nc2ccccc2N=C1NC(=O)Cc1ccc(OC)cc1	i	i
26	Cc1ccc(CNC(=O)c2ccc(N(C)C)cc2)cc1	i	i
27	O=C(C1=C[C@H](c2csc3ccccc23)C[C@H](OCCCCO)O1)N1CCN(Cc2ccccc2)CC1	i	i
28	CC1(C)CC(N2CCC(=O)N(C3CC(C)(C)NC(C)(C)C3)C2)CC(C)(C)N1	i	i
29	c1ccc(-n2ncc3c(NCC4CCCO4)ncnc32)cc1 (centres undefined)	i	i
30	COC(=O)C1=C(C(=O)OC)[C@@H]2N(C)c3ccccc3[C@@]23C[C@@H](C(=O)OC)N=C3N1	i	i
31	CCCC(C)NC(=O)CSCc1ccc(OC)cc1 (centres undefined)	i	i
32	C=CCn1c(SCC(=O)Nc2ccc3c(c2)OCO3)nnc1-c1ccccc1	i	i
33	COc1nc(C)cc(C)c1S(=O)(=O)c1ccccc1C	i	i
34	COc1ccc(NC(=O)c2ccccc2NC(=O)c2ccccc2)cc1	i	i
35	Cc1ccccc1NC(=O)Cn1c(=O)n(Cc2ccccc2)c(=O)c2c(C)c(C)sc21	i	i
36	COCCOC(=O)C1=C(C)Nc2cc(=O)[nH]c(=O)n2C1c1cccc([N+](=O)[O-])c1 (centres undefined)	i	i
37	COc1cc(/C=N/Nc2ncc(C(F)(F)F)cc2Cl)cc(OC)c1O	i	i
38	O=S(=O)(/N=C(\c1ccccc1F)N1CCCCC1)c1ccccc1	i	i
39	O=C(CSc1c[nH]c2ccccc12)N1CCCc2ccccc21	i	i
40	CC(=O)c1ccc(S(=O)(=O)NCCc2cn3ccc(C)cc3n2)cc1	i	i
41	CCN(CC)CCn1c(N)c(S(=O)(=O)c2ccccc2)c2nc3ccccc3nc21	i	i
42	NC(=S)N/N=C1\CC(c2ccc3c(c2)OCCO3)Oc2ccc(F)cc21 (centres undefined)	i	i
43	CC(=O)n1c2c(c3ccccc31)OC(N)=C(C#N)C2c1cccc(Cl)c1Cl (centres undefined)	i	i
44	O=C(Nc1ccc(N2CCOCC2)c(Cl)c1)c1ncn[nH]1	i	i
45	CCOC(=O)c1cnc2ccc(OCC)cc2c1N(C)Cc1ccccc1	9.6*	i
46	COCCCNC(=O)c1ccc(Cn2c(=O)c3ccccc3n(Cc3cc(C)ccc3C)c2=O)cc1	i	i
47	Cc1ccccc1N1CCN(C(=O)C2CCC(=O)N(C3CCCC3)C2)CC1 (centres undefined)	i	i
48	CCOc1ccc2nc(SC3CC(=O)N(c4ccccc4)C3=O)sc2c1 (centres undefined)	i	i
49	CCN(c1ccccc1)S(=O)(=O)c1cc(OC)ccc1OC	i	i
50	c1ccc(-c2oc3ncnc(NCCCn4ccnc4)c3c2-c2ccccc2)cc1	i	i

Part of the list above, with values under each structure:
Values run as follows: CHT PAM	CHT block
26. Cc1ccc(CNC(=O)c2ccc(N(C)C)cc2)cc1
 : i	i
34. COc1ccc(NC(=O)c2ccccc2NC(=O)c2ccccc2)cc1
 : i	i
30. COC(=O)C1=C(C(=O)OC)[C@@H]2N(C)c3ccccc3[C@@]23C[C@@H](C(=O)OC)N=C3N1
 : i	i
48. CCOc1ccc2nc(SC3CC(=O)N(c4ccccc4)C3=O)sc2c1 (centres undefined)
 : i	i
43. CC(=O)n1c2c(c3ccccc31)OC(N)=C(C#N)C2c1cccc(Cl)c1Cl (centres undefined)
 : i	i

In the list so far, these have a furan ring, fused or not.
entry	SMILES	CHT PAM	CHT block
4	CCn1c(SCC(=O)N2CCCC(C)C2)nnc1-c1ccco1 (centres undefined)	i	i
15	O=C(N/N=C/c1ccco1)c1ccc(N2CCCC2=O)cc1	7.7*	i
50	c1ccc(-c2oc3ncnc(NCCCn4ccnc4)c3c2-c2ccccc2)cc1	i	i

More structures:
entry	SMILES	CHT PAM	CHT block
51	O=C(NC1CCCCCC1)C1CCCN(S(=O)(=O)c2cccs2)C1 (centres undefined)	i	i
52	COc1ccc(CC(=O)Nc2c3c(nn2C(C)(C)C)CS(=O)C3)cc1 (centres undefined)	i	i
53	CCCCc1nc2ccccc2c(NC(=O)CNC(C)(C)C)c1CCC	i	i
54	COc1ccc(C(C#N)N2N=C(C)CC2c2ccccc2)cc1 (centres undefined)	i	i
55	CC(=O)n1cc(C(C[N+](=O)[O-])SCCN)c2ccccc21 (centres undefined)	i	i
56	CCC(SC1=N/C(=C/c2ccccc2)C(=O)N1c1ccccc1)C(=O)Nc1cc(C)on1 (centres undefined)	i	i
57	Cc1nccn1CCCNC(=O)C1CCC(=O)N(Cc2ccccc2F)C1 (centres undefined)	i	i
58	O=C(C[n+]1ccccc1)N/N=C/c1c(F)cccc1Cl	i	i
59	CC1CCCCN1S(=O)(=O)c1ccc(S(=O)(=O)N2CCN(C)CC2)cc1 (centres undefined)	i	i
60	O=C(NC1CCCC1)C(c1ccsc1)N(Cc1ccco1)C(=O)Cc1cccs1 (centres undefined)	7.4*	i
61	COc1cc2c(C)nc3onc(-c4ccccc4)c3c2cc1OC	i	i
62	CC(C(=O)NC(C)(C)C)N(Cc1cccs1)C(=O)CCN1CCc2ccccc21 (centres undefined)	i	i
63	CCN(CC)c1ccc(NC(=O)Nc2cccc(C(C)=O)c2)cc1	i	i
64	CCOC(=O)C1CCC(CNCc2ccc(Cl)cc2)CC1 (centres undefined)	i	i
65	CCc1cc(=O)oc2cc(C)cc(OC(C)C(=O)NC(Cc3c[nH]c4ccc(O)cc34)C(=O)O)c12 (centres undefined)	i	i
66	COC(=O)c1cccc(NC(=O)/C(=C\c2ccccc2)NC(=O)c2ccccc2Cl)c1	i	i
67	CCc1ccc2c(c1)c(N=NC1=NC(=O)CS1)c(O)n2CC	i	i
68	CCCc1cc(=O)n2[nH]c(C)c(-c3ccc(Cl)cc3)c2n1	i	i
69	Brc1cccc(-c2nnc(-c3ccccc3)o2)c1	i	i
70	O=C(Oc1cccc2ccccc12)c1cc(Cl)nc2ccccc12	i	i
71	O=C(OCc1ccccc1)c1cccc(-c2nnn(Cc3ccccc3)n2)c1	i	i
72	COc1ccccc1-n1c(=O)c2c3c(sc2n2c(SC(C)C)nnc12)CCC3	i	i
73	Cc1ccc(SCCNC(=O)C(CO)(CO)CO)cc1	i	i
74	CCOC(=O)C1CCN(C(=O)COC(=O)CN(C)S(=O)(=O)c2ccc(NC(C)=O)cc2)CC1	i	i
75	Cc1ccc(S(=O)(=O)N[C@@H](Cc2ccccc2)C(=O)N2CCC(C(=O)N[C@@H](CC(C)C)C(=O)O)CC2)cc1	i	i
76	CC(=O)NCC(=O)NC1CC(C)(C)Cc2c1cnn2-c1ccccc1 (centres undefined)	i	i
77	CSCSC1=C(C#N)C(c2ccccc2Cl)C(C(C)=O)=C(C)N1 (centres undefined)	i	i
78	Cc1ccnc(Nc2nc(-c3sc(C)nc3C)cs2)c1	i	i
79	O=C(Nc1cccnc1)C1(c2ccccc2)CCCC1	i	i
80	CCn1c(SCC(=O)Nc2cc3oc4ccccc4c3cc2OC)nnc1-c1cccs1	i	i
81	COc1ccc(C(=O)NCCN2CCOCC2)cc1OC	i	i
82	COc1ccc(OCCCC(=O)Nc2cc([N+](=O)[O-])ccc2C)cc1	i	i
83	COc1ccccc1OCC(=O)Nc1nnc(C2CCCC2)s1	i	i
84	COc1ccccc1Nc1nc(C)cs1	i	i
85	CC(CCc1ccco1)NC(=O)Cn1ncc2c1-c1ccccc1OC2 (centres undefined)	i	i
86	CC(C)OC(=O)c1cc(C(=O)c2cc(Br)ccc2O)coc1=N	i	i
87	COC(=O)CSc1nc(N)nc(C)c1Br	i	i
88	COc1ccc(C2CC2/C(C)=N/OC(=O)c2ccc(F)cc2)cc1 (centres undefined)	i	i
89	COc1ccc(S(=O)(=O)N2CCC(C(=O)NCc3cccc(OC)c3)CC2)cc1	i	i
90	O=C(O)CNC(=O)c1ccc2c(c1)OCCO2	i	i
91	CCc1nc(SCC(=O)NCc2ccco2)c2c3c(sc2n1)CCCC3	i	i
92	COc1ccc(NC(=O)c2cccc(N3C(=O)C4C5CCC(C5)C4C3=O)c2)cc1 (centres undefined)	i	i
93	Cc1ccc(-n2nnnc2-c2cccnc2)cc1	i	i
94	Clc1ccc(Nc2nc(C3CC3)cs2)cc1	i	i
95	CCN(CC)C(=O)c1ccc(-c2nnc(Nc3cccc(O)c3)c3ccccc23)cc1	i	i
96	CC1CCN(CCNC(=O)C2CCN(S(=O)(=O)c3cccc4nsnc34)CC2)CC1	i	i
97	Cc1nn(C)c(C)c1CNC(=O)Nc1ccc2c(c1)OCO2	i	i
98	O=C(NCCOc1nc(N2CCCCC2)nc(N2CCCCC2)n1)Nc1ccccc1	i	i
99	CC1CCN(C(=O)C2CCCN(S(=O)(=O)c3cccc4nsnc34)C2)CC1 (centres undefined)	i	i
100	COc1cccc(CC2(CO)CCCN(Cc3ccc(CO)o3)C2)c1 (centres undefined)	i	i

(more compounds)
entry	SMILES	CHT PAM	CHT block
101	Cc1ccccc1C(OCCN(C(C)C)C(C)C)c1ccccc1 (centres undefined)	i	i
102	CN1CCN(C(=O)C2=C[C@H](c3csc4ccccc34)C[C@H](OCCCCO)O2)CC1	i	i
103	COc1ccc(Cl)cc1NC(=O)COC(C)=O	i	i
104	CC1(c2ccc(Cl)cc2)NC(=O)N(CN2CCOCC2)C1=O (centres undefined)	i	i
105	Cn1c(=O)n(CCc2ccccc2)c(=O)c2c1ncn2Cc1ccccc1	i	i
106	CCOC(=O)C(NCCc1ccccc1F)(NC(C)=O)C(F)(F)F (centres undefined)	i	i
107	C=CCNC(=O)Cn1c(=O)c2c(ncn2CCC(C)C)n(Cc2ccccc2)c1=O	i	i
108	CCCCCCn1c(SCCC)nc2c1c(=O)[nH]c(=O)n2C	i	i
109	CCOc1ccc(-c2nnc3ccc(SC(C)C)nn23)cc1	i	i
110	Cc1cc(C)nc(N2N=C(c3ccccc3)CC2=O)n1	i	i
111	COc1ccccc1CNC(=O)C1CCCCN1S(=O)(=O)c1ccccc1 (centres undefined)	i	i
112	S=C(Nc1ccc(Cl)cc1)c1nc2ccccc2[nH]1	i	i
113	CCCCOc1ccc(C(=O)Nc2ccc(OCC(=O)N3CCOCC3)cc2)cc1	i	i
114	Cc1ccccc1N=Cc1c(O)n(-c2nccs2)c(=O)c2ccccc12	i	i
115	C/C=C/Cn1c(SC)nc2c1c(=O)[nH]c(=O)n2C	i	i
116	CN([C@@H](Cc1ccc(OS(=O)(=O)c2cccc3cnccc23)cc1)C(=O)N1CCN(c2ccccc2)CC1)S(=O)(=O)c1cccc2cnccc12	i	i
117	CCOC(=O)c1cccc(NC(=O)C(C)N2C(=O)c3ccccc3C2=O)c1 (centres undefined)	i	i
118	Cc1nc2sccn2c(=O)c1S(=O)(=O)NCCc1ccc(Cl)cc1	i	i
119	CC(NC(=O)c1ccccc1F)c1nnc(SCC(=O)NC2CCCCC2)n1C (centres undefined)	i	i
120	CCC(Sc1nc2cc3c(cc2c(=O)n1Cc1ccco1)OCO3)C(=O)NCCOC (centres undefined)	i	i
121	COc1ccc(CSc2ccc(-c3nc4ccccn4c3NCc3ccccc3)cc2OC)cc1	8.9*	i
122	Cc1cc(C)c2nc(-c3ccccn3)cc(C(=O)Nc3ccc(S(=O)(=O)Nc4cc(C)on4)cc3)c2c1	i	i
123	COc1cccc(C2C(C(N)=O)=C(C)Nc3nc(CCCO)nn32)c1 (centres undefined)	i	i
124	N#CC1(NC(=O)COC(=O)c2cc(=O)[nH]c3ccccc23)CCCCC1	i	i
125	COC(=O)CSc1nnnn1-c1ccccc1	i	i
126	COc1ccc(CCNC(=O)CCn2c(SCC#N)nc3ccccc3c2=O)cc1OC	i	i
